CSN inh: inhibitors of CSN-mediated cullin deneddylation, primary screen, biochemical, fluorescence polarization, uHTS; inhibition, % at 12.5 µM; hit rate 0.38% among 360,000; Purified CSN, SCF-Nedd8-OG deneddylation;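 active = pattern-corrected inhibition above about 35%, with an unprinted fluorescence ratio check between 0.5 and 1.5, limit read from the data, passing the limit was not always enough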;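 also: 0% = enzyme with substrate and 100% = substrate without enzyme; some results filed as inactive read as strong as hits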
Target sequence (Q92905 whole entry, looked up, one chain of several): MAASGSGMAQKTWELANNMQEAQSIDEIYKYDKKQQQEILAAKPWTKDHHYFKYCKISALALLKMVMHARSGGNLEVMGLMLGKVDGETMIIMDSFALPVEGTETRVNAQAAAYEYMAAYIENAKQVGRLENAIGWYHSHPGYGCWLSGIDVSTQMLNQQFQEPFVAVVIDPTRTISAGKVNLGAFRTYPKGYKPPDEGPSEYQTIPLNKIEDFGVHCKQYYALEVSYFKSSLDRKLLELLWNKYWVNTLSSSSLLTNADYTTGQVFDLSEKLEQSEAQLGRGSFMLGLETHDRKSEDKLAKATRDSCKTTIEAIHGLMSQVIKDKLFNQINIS
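Test system: purified human Csn5 enzyme expressed in HEK293T cells. Amount: 0.24 nM enzyme. Reagent: SCFSkp2-Nedd8OG substrate at 10 nM final. Schedule: 90 min incubation of compound, enzyme and substrate at room temperature. Detection: fluorescence polarization. Read-out: % inhibition of substrate cleavage by Csn5.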
MsrA act: bovine MsrA enzyme activators, primary screen, biochemical, absorbance, HTS | Methionine sulfoxide reductase A (Bos taurus) | purified bovine MsrA, absorbance read-out | activation, % at 10.6 µM | hit rate 0.3% among 360,000; in the data active = activation above about 7.5%;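 also: 0% = vehicle and 100% = reference activator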
MLLE-PAM2 inh: inhibitors of PABP1 MLLE–PAM2 peptide binding, primary screen, biochemical, fluorescence polarization, FITC-PAM2, GST-MLLE. hit rate 0.36% among 360,000. Polyadenylate-binding protein 1 (Homo sapiens), P11940. inhibition, % at 20 µM; in the data active = inhibition above about 35%, passing the limit was not always enough;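 also: plate controls were DMSO wells with GST-MLLE for no effect and wells lacking GST-MLLE protein for full effect; some results filed as inactive read as strong as hits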
Tb MetRS inh: T. brucei MetRS inhibitors, primary screen, biochemical, luminescence; methionyl-tRNA synthetase (Trypanosoma brucei brucei); purified T. brucei MetRS, ATP depletion, Kinase-Glo luminescence; inhibition, % at 11.9 µM; hit rate 0.4% among 360,000; AID 624268, 2012;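 active = inhibition above a per-plate cutoff of the control wells' mean inhibition plus 3 SD, cut at about 5.5% in these data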;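 also: 0% = DMSO wells median and 100% = median of wells with control inhibitor compound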
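Material: T. brucei methionyl-tRNA synthetase, purified; reagent: substrates ATP, L-methionine and bulk Escherichia coli tRNA; dosing: 11.9 µM single point; timing: 15 min plus 2 h at 25 °C; detection: luminescence of leftover ATP; evaluation: % inhibition; control set: DMSO-only wells as low control; replicates: singlicate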
Neddyl block: inhibitors of cullin neddylation, primary screen, biochemical, TR-FRET, uHTS, NAE and Ubc12. NEDD8-conjugating enzyme Ubc12 (Homo sapiens) + NEDD8-activating enzyme E1 regulatory …. calls only at 25 µM. hit rate 0.58% among 360,000; in the data active = inhibition above about 36%
Target sequence (P61081 whole entry, looked up): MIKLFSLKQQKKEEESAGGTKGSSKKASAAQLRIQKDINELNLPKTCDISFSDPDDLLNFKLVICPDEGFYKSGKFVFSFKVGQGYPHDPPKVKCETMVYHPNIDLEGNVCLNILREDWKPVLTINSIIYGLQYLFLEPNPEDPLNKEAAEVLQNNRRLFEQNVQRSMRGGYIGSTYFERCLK
Target sequence (Q13564 whole entry, looked up): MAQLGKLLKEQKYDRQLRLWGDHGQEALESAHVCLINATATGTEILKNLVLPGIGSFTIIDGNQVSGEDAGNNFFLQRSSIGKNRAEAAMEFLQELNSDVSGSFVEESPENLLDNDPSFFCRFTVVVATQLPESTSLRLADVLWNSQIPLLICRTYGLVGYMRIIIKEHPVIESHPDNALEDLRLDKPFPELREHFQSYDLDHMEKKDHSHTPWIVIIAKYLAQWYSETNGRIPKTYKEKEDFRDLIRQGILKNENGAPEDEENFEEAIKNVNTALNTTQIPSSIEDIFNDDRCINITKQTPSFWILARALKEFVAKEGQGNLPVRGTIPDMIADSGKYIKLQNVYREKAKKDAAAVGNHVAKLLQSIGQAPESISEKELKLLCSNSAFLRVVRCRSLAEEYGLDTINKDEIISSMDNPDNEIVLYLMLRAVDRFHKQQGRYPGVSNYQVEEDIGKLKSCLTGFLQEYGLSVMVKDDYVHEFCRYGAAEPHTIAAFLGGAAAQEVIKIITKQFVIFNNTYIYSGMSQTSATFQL
Rin1 Abl inh: inhibitors of Rin1-Abl protein binding, primary screen, biochemical, TR-FRET | Tyrosine-protein kinase ABL1 (Homo sapiens) + Ras and Rab interactor 1 (Homo sapiens), … | AID 588664, 2011 | hit rate 0.4% among 360,000 | inhibition, % at 7.35 µM; in the data active = inhibition above about 5%, passing the limit was not always enough
MsrA inhibitor: bovine MsrA enzyme inhibitors, primary screen, biochemical, absorbance, HTS. purified bovine MsrA, absorbance read-out. inhibition, % at 15.5 µM. hit rate 0.75% among 360,000. AID 651718, 2012; in the data active = inhibition above about 4.5%;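 also: 0% = vehicle wells with enzyme and 100% = reference inhibitor wells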
FAS TE block: FAS thioesterase domain inhibitors, primary screen, biochemical, fluorescence intensity, uHTS; Fatty acid synthase (Homo sapiens), P49327; recombinant FAS-TE, OMFH fluorogenic substrate, fluorescence endpoint; inhibition, % at 15 µM; hit rate 0.67% among 360,000; AID 602261, 2012;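 active = compounds whose normalised, plate-corrected inhibition of enzyme fluorescence in the single-dose primary screen is 50% or more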;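 also: 0% = DMSO with enzyme and 100% = substrate without enzyme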
E coli Lon inh: inhibitors of E. coli Lon protease, primary screen, biochemical, fluorescence polarization | P0A9M0 | purified E. coli Lon protease | inhibition, % at 7.94 µM | hit rate 0.42% among 360,000 | AID 602123, 2011; in the data active = inhibition above about 13%, passing the limit was not always enough;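 also: 0% = enzyme with probe and DMSO and 100% = no enzyme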
Active calls of the source: *. Outcome played no part in choosing rows. About 4% of those tested had a hit in this group.

CCOc1ccc(NC(=O)c2nn(C)c(C(=O)Nc3ccc(OCC)cc3)c2[N+](=O)[O-])cc1 was read as CSN inh 6, MsrA act -3, MLLE-PAM2 inh 7, Tb MetRS inh -1.6, Neddyl block inactive, Rin1 Abl inh -3, MsrA inhibitor 0.8, FAS TE block 0 and E coli Lon inh 5.
`COCc1cc(C)nc(NC2CCCCC2)c1C#N` gave CSN inh -4, MsrA act -4, MLLE-PAM2 inh -2, Tb MetRS inh 0.1, Rin1 Abl inh -3, MsrA inhibitor 1.6, FAS TE block 6 and E coli Lon inh -5.
For O=c1ccn2c(n1)SC(c1ccccc1)C2 (stereo not drawn) the results were CSN inh -2, MsrA act -4, MLLE-PAM2 inh 11, Tb MetRS inh -0.2, Neddyl block inactive, Rin1 Abl inh 4, MsrA inhibitor 0.8, FAS TE block -10 and E coli Lon inh 4.
Screening O=C(COC(=O)c1cccc(N2C(=O)C3CC=CCC3C2=O)c1)c1ccccc1 (stereo not drawn) returned CSN inh 0, MsrA act -2, MLLE-PAM2 inh -12, Tb MetRS inh -0.1, Neddyl block inactive, Rin1 Abl inh -2, MsrA inhibitor -0.6, FAS TE block 8 and E coli Lon inh 6.
`CCOC(=O)N1CCN(C(=O)c2cccc(N3C(=O)NC4CC3(C)Oc3ccccc34)c2)CC1` (stereo not drawn) gave CSN inh 0, MsrA act -2, MLLE-PAM2 inh 2, Tb MetRS inh -0.4, Neddyl block inactive, Rin1 Abl inh 7, MsrA inhibitor -0.6, FAS TE block -4 and E coli Lon inh 5.
Screening CC(Nc1cc(N2CCN(S(=O)(=O)N(C)C)CC2)ccc1[N+](=O)[O-])c1ccccc1 (stereo not drawn) returned CSN inh -8, MsrA act -4, MLLE-PAM2 inh 4, Tb MetRS inh -0.4, Neddyl block inactive, Rin1 Abl inh 0, MsrA inhibitor 8.5*, FAS TE block 12 and E coli Lon inh 0.
Screening CCOc1cc(C)c(C(C)C)cc1S(=O)(=O)N1CC(C)OC(C)C1 (stereo not drawn) returned CSN inh -2, MsrA act -2, MLLE-PAM2 inh -8, Tb MetRS inh -1.2, Neddyl block inactive, Rin1 Abl inh -1, MsrA inhibitor -0.3, FAS TE block 9 and E coli Lon inh -7.
For CCC[C@@H](CN1CCC[C@H]1CN1C(N)=NC[C@H]1CC(C)C)N1C[C@@H]([C@H](C)CC)N(CCc2ccc(Cl)c(Cl)c2)C1=N the results were CSN inh 1, MsrA act -3, MLLE-PAM2 inh 15, Tb MetRS inh -2.2, Neddyl block inactive, Rin1 Abl inh 3, MsrA inhibitor -1.8, FAS TE block -74 and E coli Lon inh -10.
For O=C(O)/C(=C\c1ccccc1Cl)c1ccc(S(=O)(=O)N2CCCCC2)s1 the results were CSN inh 7, MsrA act 0, MLLE-PAM2 inh -13, Tb MetRS inh 0.4, Neddyl block inactive, Rin1 Abl inh -2, MsrA inhibitor 1.0, FAS TE block -2 and E coli Lon inh 5.
Cc1ccccc1NC1=CC(=O)CC(C)(C)C1 was read as CSN inh -2, MsrA act -4, MLLE-PAM2 inh -4, Tb MetRS inh -0.4, Neddyl block inactive, Rin1 Abl inh 2, MsrA inhibitor 1.7, FAS TE block -6 and E coli Lon inh -2.
For Cc1ccc(C(c2nnnn2C2CCCC2)N2c3ccccc3CC2C)cc1 (stereo not drawn) the results were CSN inh -5, MsrA act 1, MLLE-PAM2 inh 6, Tb MetRS inh -0.1, Neddyl block inactive, Rin1 Abl inh -5, MsrA inhibitor 0.3, FAS TE block 12 and E coli Lon inh -6.
Screening COc1ccc(/C=C/c2nnc(NC(=O)COc3ccc(C)cc3)s2)cc1 returned CSN inh -12, MsrA act -3, MLLE-PAM2 inh -14, Tb MetRS inh 0.0, Rin1 Abl inh -1, MsrA inhibitor 2.1, FAS TE block -9 and E coli Lon inh 16.
Screening COc1ccc(N2CCN(C(=O)COC(=O)CNC(=O)c3ccccc3)CC2)cc1 returned CSN inh 6, MsrA act -3, MLLE-PAM2 inh -3, Tb MetRS inh 0.0, Neddyl block inactive, Rin1 Abl inh 2, MsrA inhibitor -1.0, FAS TE block 0 and E coli Lon inh -2.
Screening Cc1ccc(C)c(-c2nc3cc(N)ccc3o2)c1 returned CSN inh -6, MsrA act 1, MLLE-PAM2 inh -3, Tb MetRS inh -0.1, Rin1 Abl inh 2, MsrA inhibitor 2.1, FAS TE block 0 and E coli Lon inh -1.
COC(=O)c1ccc(COc2ccc(Cl)cc2)o1 was read as CSN inh -1, MsrA act -5, MLLE-PAM2 inh 7, Tb MetRS inh -1.1, Neddyl block inactive, Rin1 Abl inh 0, MsrA inhibitor -1.0, FAS TE block 7 and E coli Lon inh -5.
For CCOC(=O)N1CC=C2C(C#N)=C(N)C(C#N)(C#N)[C@H](c3cccs3)[C@H]2C1 the results were CSN inh -3, MsrA act -3, MLLE-PAM2 inh 31, Tb MetRS inh -0.2, Neddyl block inactive, Rin1 Abl inh -4, FAS TE block 0 and E coli Lon inh 10.
Cc1ccc(NC(=O)Cn2nnc(C(=O)Nc3ccc(F)c(Cl)c3)c2N)cc1 was read as CSN inh 4, MsrA act -10, MLLE-PAM2 inh -10, Tb MetRS inh -1.0, Neddyl block inactive, Rin1 Abl inh -1, MsrA inhibitor -1.0, FAS TE block -6 and E coli Lon inh -3.
Cc1ccc(-c2csc(NC(=O)c3c(C)noc3C)n2)cc1 was read as CSN inh -2, MsrA act -11, MLLE-PAM2 inh 4, Tb MetRS inh -0.8, Neddyl block inactive, Rin1 Abl inh 2, MsrA inhibitor -0.7, FAS TE block 5 and E coli Lon inh 0.
`COc1ccc(CN2C(=NC(=O)c3ccccc3)SC3CS(=O)(=O)CC32)cc1` (stereo not drawn) gave CSN inh 2, MsrA act -11, MLLE-PAM2 inh 1, Tb MetRS inh -0.8, Neddyl block inactive, Rin1 Abl inh -2, MsrA inhibitor -0.8, FAS TE block -7 and E coli Lon inh 2.
O=C(C[n+]1cccc(CNC(=O)c2ccc(OC(F)F)cc2)c1)Nc1cc(C(F)(F)F)ccc1Cl was read as CSN inh -15, MsrA act -3, MLLE-PAM2 inh 8, Tb MetRS inh -0.7, Neddyl block inactive, Rin1 Abl inh 0, MsrA inhibitor -1.3, FAS TE block -4 and E coli Lon inh 0.
`CCOC(=O)c1cc(-c2csc(COc3ccc(Cl)cc3)n2)on1` gave CSN inh -4, MsrA act -4, MLLE-PAM2 inh -10, Tb MetRS inh 0.2, Neddyl block inactive, Rin1 Abl inh -4, MsrA inhibitor 2.7, FAS TE block -7 and E coli Lon inh 10.
`Cc1ccc(S(=O)(=O)NNC(=O)C2COc3ccccc3O2)cc1C` (stereo not drawn) gave CSN inh 1, MsrA act -4, MLLE-PAM2 inh 8, Tb MetRS inh -0.8, Neddyl block inactive, Rin1 Abl inh -1, MsrA inhibitor 1.6, FAS TE block -3 and E coli Lon inh -9.
`O=C(CN1C(=O)NC2(CCCC2)C1=O)Nc1nc(-c2ccccc2)cs1` gave CSN inh 3, MsrA act -13, MLLE-PAM2 inh 8, Tb MetRS inh -0.3, Neddyl block inactive, Rin1 Abl inh 2, MsrA inhibitor -0.3, FAS TE block -4 and E coli Lon inh 2.
Screening CCOC(=O)C1=C(C(=O)OCC)N(CC)CCC1=O returned CSN inh -4, MsrA act -10, MLLE-PAM2 inh -5, Tb MetRS inh -2.5, Neddyl block inactive, Rin1 Abl inh 0, MsrA inhibitor 1.4, FAS TE block 2 and E coli Lon inh -6.
Cc1ccc(N=C2NC(=O)C(CO)(CO)S2)cc1 was read as CSN inh 3, MsrA act -3, MLLE-PAM2 inh 9, Tb MetRS inh -1.5, Neddyl block inactive, Rin1 Abl inh 0, MsrA inhibitor 1.0, FAS TE block -4 and E coli Lon inh -3.
Screening O=C1CS/C(=N/N=C2CCCC2)N1 returned CSN inh 1, MsrA act -7, MLLE-PAM2 inh 12, Tb MetRS inh -0.5, Neddyl block inactive, Rin1 Abl inh 7, MsrA inhibitor -0.2, FAS TE block -5 and E coli Lon inh 3.
For Cc1ccc(S(=O)(=O)NC(=NCc2ccccc2)c2ccc(F)cc2)cc1 the results were CSN inh -3, MsrA act -1, MLLE-PAM2 inh 11, Tb MetRS inh -0.3, Neddyl block inactive, Rin1 Abl inh -4, MsrA inhibitor -0.9, FAS TE block 2 and E coli Lon inh -6.
O=C(Nc1ccc(C(=O)Oc2ccccc2)c(O)c1)c1ccco1 was read as CSN inh -1, MsrA act -4, MLLE-PAM2 inh 4, Tb MetRS inh -0.4, Neddyl block inactive, Rin1 Abl inh 4, MsrA inhibitor -0.1, FAS TE block 21 and E coli Lon inh -2.
Screening COCCn1c(SCC(=O)N2CCCC2)nc2c([nH]c3ccccc32)c1=O returned CSN inh 5, MsrA act -2, MLLE-PAM2 inh -7, Tb MetRS inh -0.1, Neddyl block inactive, Rin1 Abl inh -1, MsrA inhibitor -0.9, FAS TE block -2 and E coli Lon inh 0.
`COc1ccc(CCNC(=O)c2ccc(-c3cccc([N+](=O)[O-])c3)o2)cc1OC` gave CSN inh 1, MsrA act -1, MLLE-PAM2 inh 0, Tb MetRS inh -0.3, Neddyl block inactive, Rin1 Abl inh -4, MsrA inhibitor 0.9, FAS TE block 14 and E coli Lon inh 5.
`COc1ccc(C(NC(=O)C2CCN(CCCc3ccccc3)CC2)c2cccs2)cc1` (stereo not drawn) gave CSN inh 0, MsrA act -5, MLLE-PAM2 inh 2, Tb MetRS inh -0.3, Neddyl block inactive, Rin1 Abl inh 1, MsrA inhibitor -1.0, FAS TE block -3 and E coli Lon inh -4.
For CNCCCNC(=O)c1ccc(/C=N/O)nc1 the results were CSN inh -1, MsrA act -2, MLLE-PAM2 inh 16, Tb MetRS inh -0.4, Neddyl block inactive, Rin1 Abl inh 3, MsrA inhibitor -0.2, FAS TE block -3 and E coli Lon inh 1.
COc1ccc(/C(N)=N/OC(=O)c2cc(-c3ccccc3)nc3ccccc23)cc1 was read as CSN inh 5, MsrA act -3, MLLE-PAM2 inh 1, Tb MetRS inh 0.2, Neddyl block inactive, Rin1 Abl inh 0, MsrA inhibitor 1.3, FAS TE block 21 and E coli Lon inh 4.
For CCc1c(C)nc2cc(-c3ccc(OC)c(OC)c3)nn2c1N1CCCC1 the results were CSN inh 3, MsrA act -2, MLLE-PAM2 inh -10, Tb MetRS inh -0.8, Rin1 Abl inh 1, MsrA inhibitor 0.7, FAS TE block 21 and E coli Lon inh 2.
Screening CC(=O)N1c2ccccc2CCc2ccc([N+](=O)[O-])cc21 returned CSN inh 3, MsrA act -2, MLLE-PAM2 inh -4, Tb MetRS inh -0.4, Neddyl block inactive, Rin1 Abl inh -2, MsrA inhibitor 0.9, FAS TE block 0 and E coli Lon inh -2.
